P. falciparum M17LAP: P. falciparum M17LAP inhibitors, primary screen, biochemical, fluorogenic H-Leu-NHMec substrate, 1536-well (AID 1619). recombinant M17LAP, H-Leu-NHMec fluorogenic kinetic assay; higher % means a stronger effect. hit rate 0.38% among 220,000. one-dose inhibition, % at 30 µM; IC50 in µM for titrated hits;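 active = compound inhibiting the enzyme by more than half at any dose during confirmatory dose-response retesting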;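 note: plate controls were full reaction with DMSO carrier for no effect and no enzyme background for full effect; strong numbers were not always called active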
TNAP activation fold: stimulation of alkaline phosphatase TNAP activity – biochemical, luminescent, no phosphate acceptor, uHTS, primary screen (AID 1001); hit rate 0.03% among 200,000; activation fold at 20 µM, or EC50 in µM where a hit was titrated; purified TNAP, luminescent activation assay, no phosphate acceptor; higher activation fold means a stronger effect; in the data active = activation fold from about 3, or a potency from the dose series; inactive = the rest, 99 in 100 with activation fold below about 1.6; note: many of its hits are not listed in these tables
P. falciparum M1AAP: P. falciparum M1AAP inhibitors, biochemical, fluorogenic H-Leu-NHMec substrate, 1536-well (AID 1445); recombinant M1AAP, H-Leu-NHMec fluorogenic kinetic assay; higher % means a stronger effect; inhibition, % at 30 µM; hits with a dose series show IC50 in µM; hit rate 0.42% among 220,000;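 active = primary inhibition above the hit cutoff, then over 50% inhibition at one or more dose response concentrations, cut at about 23% in these data, passing the limit was not always enough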;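 note: plate controls were DMSO full reaction for no effect and no enzyme background for full effect; strong numbers were not always called active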
Hep lipid drop: modulators of hepatic lipid droplet formation; inhibition, % at 6.5 µM; hit rate 0.4% among 240,000; AML12 mouse hepatocytes, oleate lipid droplets, BODIPY imaging; AID 1656;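 active = lipid droplet intensity inhibited by at least 50%, with more than 500 cells counted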
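Assay system: AML12 mouse liver cells | Compound dosing: One dose, 6.5 µM compound | Read-out basis: Droplet intensity reduction, % inhibition | Measured by: Fluorescence imaging, 20x objective, two fields per well | Schedule: Overnight treatment with compound plus oleate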
Siah-1 displacement: Siah-1 peptide-binding antagonists, primary screen, biochemical, fluorescence polarization, rhodamine-plectin, uHTS (AID 1817); Siah-1 / rhodamine-plectin peptide fluorescence polarization; higher % means a stronger effect; one-dose displacement, % at 20 µM; IC50 in µM for titrated hits; hit rate 0.02% among 290,000;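 active = displacement of at least 50% at 20 µM, with a fluorescence ratio check between 0.3 and a set limit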;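 note: plate controls were Siah plus tracer with DMSO for no effect and tracer alone without Siah for full effect; strong numbers were not always called active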
XIAP antagonists: small molecules displacing peptide from XIAP – biochemical, IAP family, fluorescence polarization (AID 1018) | XIAP BIR domain, fluorescence polarization peptide displacement; higher % means a stronger effect | displacement, % at 20 µM; hits with a dose series show IC50 in µM | hit rate 0.007% among 200,000; in the data active = displacement above about 50%; note: a part of the inactive calls stands beside numbers as strong as those of hits
K1F lysis inhibition: inhibition of K1F phage lysis, E. coli UTI89, bacterial capsule biogenesis inhibitors, alamar blue (AID 488966); E. coli UTI89 K1F phage lysis, alamar blue, 2 h; higher % means a stronger effect; inhibition, % at 100 µM; hits with a dose series show IC50 in µM; hit rate 0.02% among 340,000;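 active = phage lysis inhibition, versus mean bacterial control, above a set limit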;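 note: capsule biogenesis inhibitors block K1F phage lysis so surviving cells raise fluorescence; higher fluorescence means more inhibition of phage lysis; actives were called in the ten point dose series up to 300 µM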
human PMI inhibition: MPI enzyme activity inhibition – biochemical, fluorescence intensity, coupled assay, primary screen (AID 1209). purified PMI enzyme, coupled fluorescence intensity; higher % means a stronger effect. hit rate 0.42% among 190,000. inhibition, % at 20 µM, or IC50 in µM where a hit was titrated;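 note: plate controls were DMSO vehicle for no effect and wells lacking substrate for full effect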
human PMI inhibitors: human PMI inhibitors, high substrate, primary screen, biochemical, fluorescence intensity, high mannose 6-phosphate (AID 1220); recombinant PMI enzyme, coupled fluorescence intensity; higher % means a stronger effect; inhibition, % at 20 µM, or IC50 in µM where a hit was titrated; hit rate 0.66% among 190,000
Hep lipid drop cells 6.5 µM: further read-out of Hep lipid drop, marked with its call; cell count; measured here: cell count, cytotoxicity flag;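 cells counted across two imaged fields per well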
* marks the source's active call; other numbers are inactive results; nt = not tested or not shown; [ ] = another dose, or the depositor's remark. Cut-off read from the data, not from the text of the source, unless noted: active = inhibition above about 50%; inactive = the rest.

SMILES	P. falciparum M17LAP	TNAP activation fold	P. falciparum M1AAP	Hep lipid drop	Hep lipid drop cells 6.5 µM	Siah-1 displacement	XIAP antagonists	K1F lysis inhibition	human PMI inhibition	human PMI inhibitors
O=C(O)CC(CC(=O)Nc1ccc(N2CCOCC2)cc1)c1ccccc1 (stereo not given)	-12.3%	nt	0.0%	3.8	690	0.2%	nt	1.2%	nt	nt
Cc1ccc(S(=O)(=O)NCc2ccc(C(=O)N3CCN(Cc4ccccc4)CC3)cc2)cc1	-9.7%	1.1	-1.2%	-3.3	766	3.7%	-2.3%	0.1%	10.5%	5.9%
CC(C)NC(=O)CNc1ccc(C(F)(F)F)cc1[N+](=O)[O-]	2.3%	1	2.8%	8.9	606	7.0%	-5.6%	0.9%	-1.0%	-4.5%
CCOC(=O)Cc1csc(N/C(=N/S(=O)(=O)c2cc(Br)ccc2OCC)c2ccccc2)n1	22.2%	1.1	3.1%	25.5	646	-0.7%	-2.9%	-6.7%	4.5%	5.4%
O=C(O)c1oc2ccc(Br)cc2c1-n1cccc1	nt	1.1	nt	-2.3	713	1.5%	-1.1%	0.1%	8.6%	5.9%
O=C(Nc1ccc2oc(-c3cccc(F)c3)nc2c1)c1ccccc1F	-3.5%	1.1	-1.4%	9.1	731	-2.0%	0.4%	0.2%	0.9%	-3.4%
O=C(O)C1CC=CCC1C(=O)Nc1cccc(C(=O)N2CCCCC2)c1 (stereo not given)	40.8%	1	4.9%	-17.1	539	-1.3%	-7.2%	5.8%	-3.2%	-20.1%
CCOC(=O)C(NC(=O)N(C)C)(Nc1sc(C)c(CC)c1C#N)C(F)(F)F (stereo not given)	14.6%	1.1	3.7%	1.3	515	6.3%	-10.8%	0.2%[50 µM]	17.6%	6.1%
COC(=O)c1sc2ncn(CC(=O)NCCc3ccc(OC)c(OC)c3)c(=O)c2c1C	-4.7%	1.1	-1.7%	28.8	688	-1.9%	-16.1%	0.0%	12.4%	3.3%
CCOC(=O)c1ccc(Nc2nc(C)cc(C)c2C#N)cc1	9.0%	1.1	-5.3%	16.1	676	-2.9%	-11.0%	0.9%	4.5%	6.1%
Cc1ccccc1NC(=O)C(=O)NCCc1ccccc1	6.5%	1.1	12.0%	16.1	722	0.3%	-13.9%	2.4%[50 µM]	-6.7%	-7.9%
COc1cccc(N2CCN(c3ccc(S(=O)(=O)N4CCCC4)cc3)CC2)c1	18.1%	1.1	-1.0%	nt	nt	0.5%	-6.5%	0.1%	18.4%	18.6%
O=C(/C=C/c1cccc([N+](=O)[O-])c1)NCCN1C(=O)S/C(=C\c2ccc(F)cc2)C1=O	-3.6%	1.1	-0.3%	3.5	759	8.4%	-2.5%	1.7%[50 µM]	-2.9%	4.0%
O=C(Nc1ccc(N2C(=O)c3cccc4cccc(c34)C2=O)cc1)c1ccc(N2CCCCC2)c([N+](=O)[O-])c1	6.0%	0.9	6.0%	-47.3	666	-0.1%	-3.3%	2.5%	5.4%	8.0%
O=C(NC(=S)Nc1ccc(-c2nc3ncccc3o2)cc1)c1ccccc1F	-0.6%	1	1.7%	2.1	625	1.1%	-11.1%	-0.1%	-2.9%	5.7%
COc1cccc(-c2cc(C(F)(F)F)nc(-n3ccc([N+](=O)[O-])n3)n2)c1	-1.3%	1	-0.5%	1.9	691	-13.0%	-3.3%	-0.1%	-20.6%	-20.7%
CC(C1CC2CCC1C2)n1c(-c2cccs2)n[nH]c1=S (stereo not given)	26.1%	nt	-0.9%	1.1	674	14.5%	nt	-1.3%[50 µM]	nt	nt
COc1ccc(C(=O)Nc2c(Cl)cc(Cl)cc2C(=O)NCc2ccco2)cc1	11.0%	1.1	-1.2%	24.3	724	-5.6%	-9.0%	0.2%	3.8%	2.7%
CCOC(=O)NC(N(O)c1cccc(Cl)c1)C(Cl)(Cl)Cl (stereo not given)	-2.0%	nt	-1.2%	-13.9	645	17.6%	nt	nt	nt	nt
CC(C)COC(=O)Nc1nnc(SCc2ccccc2F)s1	2.5%	1.1	1.4%	20.4	745	0.2%	-1.8%	0.4%	-1.9%	-3.5%
CC1CCOC2(O1)C(=O)N(CN1CCN(c3cccc(Cl)c3)CC1)c1ccccc12 (stereo not given)	-8.1%	1	0.4%	nt	nt	1.2%	-3.1%	1.0%	13.7%	17.0%
S=c1nc(-c2ccccc2)n(CCN2CCOCC2)c2c1CCCC2	30.2%	1.1	7.1%	nt	nt	-2.6%	-2.8%	2.5%	-4.9%	-6.5%
CN1CCN(C(=O)c2ccccc2NC(=O)c2cccs2)CC1	2.7%	1.1	1.9%	nt	nt	7.7%	-0.3%	1.1%	-5.8%	1.2%
Cc1nn(C)cc1CN(C)S(=O)(=O)c1cccc([N+](=O)[O-])c1	-3.9%	1	2.6%	1.7	725	-2.7%	-4.2%	-0.8%	9.0%	12.0%
Cc1ccc(CC(=O)N/N=C/c2ccc3c(c2)OCO3)cc1	7.9%	1.1	9.7%	-6.7	674	-0.1%	-5.6%	0.4%	-9.0%	-1.3%

An excerpt from above in order of their number in TNAP activation fold, low to high.
SMILES | TNAP activation fold
O=C(Nc1ccc(N2C(=O)c3cccc4cccc(c34)C2=O)cc1)c1ccc(N2CCCCC2)c([N+](=O)[O-])c1 | 0.9
CC(C)NC(=O)CNc1ccc(C(F)(F)F)cc1[N+](=O)[O-] | 1
Cc1ccc(CC(=O)N/N=C/c2ccc3c(c2)OCO3)cc1 | 1.1

The listing continues:
SMILES	P. falciparum M17LAP	TNAP activation fold	P. falciparum M1AAP	Hep lipid drop	Hep lipid drop cells 6.5 µM	Siah-1 displacement	XIAP antagonists	K1F lysis inhibition	human PMI inhibition	human PMI inhibitors
O=C(Cc1ccc(Cl)cc1)N/N=C/c1c(Cl)cccc1Cl	-10.8%	1	0.5%	2.2	668	8.6%	2.4%	1.8%	4.1%	-5.1%
Cc1oc2ccccc2c1CNC(=O)N(C)C	-5.9%	nt	-2.1%	-13.7	643	-6.2%	nt	-0.1%	nt	nt
COCCNC(=O)c1ccc2snnc2c1	-6.5%	1.1	-2.1%	8.1	803	2.2%	-10.4%	-0.4%	-6.9%	-7.5%
CCOc1ccc(CCNC(=O)C2CCCN(S(=O)(=O)c3c(C)n[nH]c3C)C2)cc1OCC (stereo not given)	4.6%	0.8	4.2%	nt	nt	-0.3%	-1.6%	-1.0%	0.1%	-0.8%
O=C(CCCc1cccs1)Nc1nc2c(s1)CCCC2	-12.9%	1	6.1%	-16.9	673	4.0%	-0.3%	-0.4%	13.4%	9.3%
O=C(O)C(Cc1ccc(O)cc1)N1C(=O)C2CCCCC2C1=O (stereo not given)	-5.5%	nt	-6.1%	-0.5	654	1.0%	nt	0.9%	nt	nt
CC(C)(C)c1ccc(C(=O)N/N=C/c2cccc(Cl)c2)cc1	-10.7%	1	5.7%	-1.0	827	-4.9%	-4.5%	1.3%	4.0%	-1.3%
O=C(O)C/C(=C\c1cccc(NC(=O)c2ccccc2Cl)c1)c1nc2ccccc2s1	26.1%	nt	17.6%	-10.0	714	9.4%	nt	-0.2%	nt	nt
CCOC(=O)C1(C(F)(F)F)N=C(c2ccccc2F)OC(N(C)C)=N1 (stereo not given)	-6.7%	nt	4.5%	-5.7	688	1.7%	nt	-1.5%	nt	nt
CCOc1ccc(NC(=O)N2CCN(S(C)(=O)=O)CC2)cc1	15.3%	1.1	3.4%	14.0	750	-3.2%	-7.6%	-0.2%	9.6%	11.6%
COc1ccc(C2C(C(=O)Nc3ccccc3)=C(C)Nc3nc(CCCO)nn32)cc1 (stereo not given)	1.9%	1.1	2.5%	nt	nt	2.1%	-1.4%	0.1%	-5.7%	-5.5%
CCCCCn1nc(C)c(/C=N\NC(=O)c2cc(C)oc2C)c1C	18.5%	1.1	7.9%	-23.9	713	-0.2%	-3.7%	0.6%	2.3%	2.0%
O=C(Nc1ccc(Oc2ccc(NC(=O)Nc3ccc([N+](=O)[O-])cc3)cc2)cc1)Nc1ccc([N+](=O)[O-])cc1	11.3%	nt	-3.1%	-4.7	662	-3.7%	nt	-0.1%	nt	nt
Cc1n[nH]c(C)c1N1C(=O)c2cccc3c(Br)ccc(c23)C1=O	22.8%	1	4.5%	16.2	724	-5.0%	-9.1%	1.2%	-19.2%	-13.9%
CCn1c(=O)cc(SCC(=O)NCCC2=CCCCC2)c2ccccc21	6.1%	1	1.4%	-6.0	701	-2.8%	-11.1%	-0.3%[50 µM]	15.3%	9.0%
CC(C)CC(=O)Nc1ccc([N+](=O)[O-])cc1Cl	-13.8%	1	-4.2%	9.6	717	-1.3%	-4.3%	0.2%	-2.8%	-4.4%
O=C(CCNS(=O)(=O)c1cccc2nsnc12)N1CC(=O)N(CCc2ccccc2)C(=O)C1	0.9%	1.1	5.3%	nt	nt	2.1%	-0.5%	0.7%	12.5%	18.2%
CC(C)C(C(=O)NC1=NCCS1)c1ccc(Cl)cc1 (stereo not given)	10.9%	1.1	1.8%	3.5	697	1.8%	-4.8%	0.2%	12.7%	11.9%
COc1ccc(C(c2nnnn2Cc2cccs2)N2CCN(c3ccccc3)CC2)cc1OC (stereo not given)	12.2%	1.1	-0.8%	nt	nt	-0.7%	-7.3%	-0.2%	6.0%	1.8%
Nc1ccccc1Sc1cc(Cl)nnc1Cl	9.2%	nt	0.7%	5.5	770	1.6%	nt	-0.1%	nt	nt
CCN1CCN(C(=O)CN(c2ccc(C)cc2)S(C)(=O)=O)CC1	-14.6%	1	-1.4%	0.1	697	0.0%	-5.2%	0.2%	10.1%	3.3%
O=C(O)c1cccc(S(=O)(=O)N2CCSCC2)c1	3.4%	1.1	-0.1%	nt	nt	-3.0%	-0.3%	-0.5%	-0.4%	-1.5%
Cc1ccc(S(=O)(=O)CCC(=O)NCCN2C(=O)S/C(=C\c3ccccc3)C2=O)cc1	1.3%	1	6.8%	20.9	681	-1.6%	-2.2%	7.1%	5.2%	-2.5%
CCn1c(SCc2nc3cc(OC)c(OC)cc3c(=O)[nH]2)nc2ccccc21	-1.4%	2.1	1.0%	-1.9	681	10.2%	-5.4%	0.4%	-3.2%	-4.9%
Cc1nc2ccc(S(=O)(=O)NCC(=O)N3CCN(c4ccccc4)CC3)cc2s1	-11.4%	1.2	-0.7%	nt	nt	2.9%	3.1%	-0.1%	4.9%	-2.0%
CC(C)n1nnnc1SCC(=O)N1CCOCC1	-9.2%	1.1	0.7%	nt	nt	3.6%	-4.0%	1.3%	-19.4%	-7.6%

One compound at a time, as listed above. Order of values: P. falciparum M17LAP	TNAP activation fold	P. falciparum M1AAP	Hep lipid drop	Hep lipid drop cells 6.5 µM	Siah-1 displacement	XIAP antagonists	K1F lysis inhibition	human PMI inhibition	human PMI inhibitors
O=C(O)C(Cc1ccc(O)cc1)N1C(=O)C2CCCCC2C1=O (stereo not given) in the list: -5.5%	nt	-6.1%	-0.5	654	1.0%	nt	0.9%	nt	nt
CC(C)n1nnnc1SCC(=O)N1CCOCC1 in the list: -9.2%	1.1	0.7%	nt	nt	3.6%	-4.0%	1.3%	-19.4%	-7.6%

Random draw from the library (roughly 1.9% active in at least one column).
